# Tb PFK block – T. brucei PFK enzyme inhibition | O15648 | T. brucei PFK, ADP-Glo luminescence | 330,000 compounds, 0.17% hits | AID 485367 | Potency, µM (doses to about 57.5 µM), inactives show top-dose activity, negative = inhibition, actives largely listed as inhibitors;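 note: potency is the fitted concentration of half-maximal effect; 0% = uninhibited 1x PFK enzyme wells and -100% = no-enzyme wells; nearly all actives have a fitted effect of over 60% in size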
# Target sequence (O15648 whole entry, looked up): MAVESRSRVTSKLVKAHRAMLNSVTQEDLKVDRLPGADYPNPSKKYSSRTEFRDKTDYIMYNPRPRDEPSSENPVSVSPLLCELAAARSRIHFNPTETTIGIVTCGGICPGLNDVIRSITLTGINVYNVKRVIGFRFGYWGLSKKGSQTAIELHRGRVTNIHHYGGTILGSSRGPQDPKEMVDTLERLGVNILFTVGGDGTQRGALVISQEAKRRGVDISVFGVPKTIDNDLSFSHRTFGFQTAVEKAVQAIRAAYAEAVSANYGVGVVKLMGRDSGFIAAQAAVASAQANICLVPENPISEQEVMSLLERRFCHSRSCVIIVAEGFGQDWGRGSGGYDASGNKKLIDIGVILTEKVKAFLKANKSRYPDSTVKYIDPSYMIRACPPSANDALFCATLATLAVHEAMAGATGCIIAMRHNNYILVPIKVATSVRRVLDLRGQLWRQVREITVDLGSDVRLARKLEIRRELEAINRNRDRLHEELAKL
#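 ADP-Glo luminescence quantified ADP after 45 min at room temperature, with 1.25 nM T. brucei PFK, 0.1 mM ATP and 0.5 mM fructose-6-phosphate in pH 8.0 TEA buffer. qHTS titrations up to 57 µM; curves classified by quality.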
# TCR act – activators of T cell receptors | primary human leukocytes, anti-CD3, IL-2 HTRF, 48 h | Potency, µM (series often up to 9.22 µM), for inactives: top-dose activation of IL-2 secretion, hits mostly activators | 330,000 tested, under 10 active | AID 504894; note: % of control where 0% means no effect
#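 IL-2 release read by HTRF sandwich (Eu cryptate donor, d2 acceptor, 665 nm emission) after 48 hr exposure of primary human leukocytes to compound together with anti-CD3 beads in the absence of co-stimulatory signals.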
# GALK inh – galactokinase (human) inhibition | P51570 | AID 1868 | 270,000 compounds, 0.007% hits | Purified GALK, Kinase-Glo residual ATP luminescence | Potency, µM (highest dose often 57.5 µM), for inactives: at the top dose activity change, negative = inhibition, usual class: inhibitors; note: potency is the fitted concentration of half-maximal effect; % is set by controls: 0 for no effect and ±100 for the full control effect
# Target sequence (P51570 whole entry, looked up): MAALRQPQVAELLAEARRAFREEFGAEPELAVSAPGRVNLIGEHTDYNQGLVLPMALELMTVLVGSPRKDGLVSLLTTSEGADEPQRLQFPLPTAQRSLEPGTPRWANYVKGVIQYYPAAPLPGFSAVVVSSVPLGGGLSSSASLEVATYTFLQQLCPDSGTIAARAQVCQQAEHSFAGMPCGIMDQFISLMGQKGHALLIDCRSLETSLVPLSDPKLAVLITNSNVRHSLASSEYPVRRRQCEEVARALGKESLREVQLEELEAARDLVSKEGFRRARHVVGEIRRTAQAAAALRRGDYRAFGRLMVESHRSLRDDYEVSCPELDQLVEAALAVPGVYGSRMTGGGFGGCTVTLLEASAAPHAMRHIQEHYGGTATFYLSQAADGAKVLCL
#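 5 nM enzyme, 35 uM ATP, 100 uM galactose, 20 mM HEPES pH8.0, 5 mM MgCl2; 1 h RT; residual ATP by Kinase-Glo Plus luminescence, qHTS format.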
# Coupling enz – coupling enzyme interference in Giardia aldolase counter-screen; activity change, negative = inhibition, % at 58.2 µM, hits read low; 290,000 compounds, 0.67% hits; coupling enzyme system counterscreen, AmpLite Red fluorescence; in the data active = activity change below about -30%; note: % is set by controls: 0 for no effect and ±100 for the full control effect
#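 Compounds tested against the coupling enzymes alone at 57.5 uM final; readout was AmpLite Red fluorescence (525/598 nm) after 20 min at RT.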
# MLL CXXC-DNA inh – MLL CXXC-DNA interaction inhibition; MLL-CXXC / FITC-HOXA9 DNA fluorescence polarization; Potency, µM (highest dose often 115 µM), without a hit: at the top dose activity change, negative = inhibition, most hits filed as inhibitors; 290,000 compounds, 0.037% hits; active = well fitted inhibition curve with a large enough effect in the polarisation, with a control signal flat, not every such curve was filed as active; inconclusive = small, poorly fitted or top-dose-only effect, or effect the other way, or a change in a side signal; inactive = no such curve, though single readings can be large or run the other way; the % refers to the polarisation; note: potency is the fitted concentration of half-maximal effect
#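 Fluorescence polarization: 7 uM MLL-CXXC (stock) preincubated 5 min with compounds, then 50 nM fluorescein-HOX-A9 DNA (stock) added; 30 min ambient. Buffer 50 mM Tris-HCl pH 7.5, 50 mM NaCl, 1 mM DTT, 0.05% BSA.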
# TSHR antag – antagonists of human thyroid stimulating hormone receptor. P16473. TSHR-expressing cells, TSH-stimulated cAMP HTRF, 2 h; hits give low values. activity change, negative = inhibition, % at 11.5 µM. 330,000 compounds, 0.2% hits;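 active = activity change below a set negative limit, meaning inhibition stronger than a set level, cut at about -70% in these data; inconclusive = activity change between two set negative limits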; note: % is set by controls: 0 for no effect and ±100 for the full control effect
#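 TSHR-expressing cells were treated with compounds, then stimulated with TSH at EC80 (4nM final) for 2 hours at 37 deg C. Cellular cAMP was measured by HTRF competition between lysate cAMP and cAMP-d2 for a cryptate-labelled anti-cAMP antibody.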
# Giardia kill – kills Giardia lamblia; Giardia lamblia trophozoite viability; activity change, % at 7.66 µM, hits read low; 340,000 compounds, 0.15% hits; in the data active = activity change below about -80%; inconclusive = between about -30% and that limit;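 note: parasites exposed to compound for two days anaerobically before the ATP read; % is set by controls: 0 for no effect and ±100 for the full control effect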
#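 Trophozoites 100 cells/well + cpd; 48 hrs, 37 deg C, anaerobic. ATPLite 1-Step added, 15-30 min RT, luminescence read (ATP-based viability).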
# BCR signal inh – blocks chronic active B-cell receptor signaling; ABC-DLBCL IkBa-CBG/CBR reporter, luminescence ratio, 4 h; Potency, µM (doses to about 46.1 µM), without a hit: top-dose ratio change, negative = lower green/red ratio, most hits filed as inhibitors; 340,000 compounds, 0.05% hits; active = well fitted inhibition curve with a large enough effect in the signal ratio, with a control signal flat, not every such curve was filed as active; inconclusive = small, poorly fitted or top-dose-only effect, or effect the other way, or a change in a side signal; the % refers to the signal ratio;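 note: potency is the fitted concentration of half-maximal effect; plate controls were basal doxycycline-induced cells for no effect and cells given 10 µM MG132 for full effect; MG132 reads +100%, hits lower the ratio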
#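 TMD8 human ABC-DLBCL cells with doxycycline-inducible IκBα–green luciferase fusion and unfused red luciferase, in 0.5% FBS medium; compounds up to 46 uM, 4 h at 37C. Green/red luminescence ratio, filter-overlap corrected, fitted to concentration-response curves.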
# hERG WT inh – inhibitors of human wildtype KCNH2 potassium channel; AID 720551; activity change, % at 1.84 µM; U2OS, BacMam KCNH2, thallium flux FluxOr; hits give low values; 340,000 compounds, 0.37% hits;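 active = maximum activity change below -70%; inconclusive = maximum activity change between -70% and -50%; inactive = maximum activity change above -50%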; note: % is set by controls: 0 for no effect and ±100 for the full control effect
#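 U2OS cells transduced with wild-type KCNH2 virus are loaded with FluxOr dye for 45 min, and thallium flux is measured in kinetic reads before and after stimulation buffer. Rate constants are normalized to DMSO controls.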
# AT treatment – potential ataxia-telangiectasia treatment. […] A-T fibroblasts, KAP-1 phosphorylation AlphaLISA; neocarzinostatin DNA damage 30 min before lysis. Potency, µM (titrated, usually from 57.5 µM), without a hit: top-dose activation, usual class: activators. 320,000 compounds, 0.19% hits; note: potency is the fitted concentration of half-maximal effect; % of control where 0% means no effect; nearly all actives have a fitted effect of over 45% in size
#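 hTERT-immortalized A-T patient fibroblasts ([…]), 500 cells/well in OPTI-MEM, 1% FBS, got compounds for 60 min, then NCS for 30 min at 37C. Lysates were then assayed for phospho-KAP-1 by AlphaLISA (anti-pKAP1 donor, anti-KAP1 acceptor beads), 6 hr at 25C.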
# The depositor's hits bear a star; ? = inconclusive; . = no result given; [ ] = another dose, or the depositor's remark. Unless noted, calls come from the whole dose curve; as a rule, active = well fitted curve in the direction sought with a large enough effect; inconclusive = small, poorly fitted or top-dose-only effect, or another doubt; inactive = no such curve, though single readings can be large; an effect the other way counts as inactive or inconclusive.
SMILES,Tb PFK block,TCR act,GALK inh,Coupling enz,MLL CXXC-DNA inh,TSHR antag,Giardia kill,BCR signal inh,hERG WT inh,AT treatment
COc1ccc(C(=O)Nc2ccc(S(=O)(=O)NC(C)C)cc2)cc1,1%,-31%,0%,0,-2%,28,-14,?,6,3%
CCc1cc(OCCCSc2nc(C)cc(=O)[nH]2)ccc1Cl,4%,-6%,0%,8,-16%,-13,-3,?,-1,2%
CCOc1ccc(S(=O)(=O)NCc2ccncc2)cc1NC(=O)c1ccccc1F,-4%,2%,-3%,2,-8%,-8,19,3%,6,8%
O=C(O)Cn1nc(C(F)(F)F)c2c1CCCC2,-1%,10%,7%,13,-7%,4,-9,2%,8,1%
CCN(CC)S(=O)(=O)c1ccc(/C=C/C(=O)OCC(=O)NC(=O)C2COc3ccccc3O2)cc1 (configuration not stated),0%,5%,.,.,.,-11,-8,-1%,1,-1%
COc1cc(C)ccc1OCC(=O)Nc1ccc2c(c1)OCO2,-7%,2%,.,.,.,11,-15,?,8,4%
Cc1nn(Cc2ccccc2)c(C)c1CNC(=O)CN=C1NS(=O)(=O)c2ccccc21,6%,-152%,.,.,.,6,17,-6%,-8,0%
COC(=O)c1n[nH]nc1-c1ccccc1,1%,0%[46.1 µM],2%,1,-3%,3,9,0%,11,-10%
CC(C)(C)[C@H]1COC(=O)[C@@H](Cc2ccc(F)cc2)C/C=C\C[C@@H](CC(=O)N[C@H](CO)Cc2ccccc2)C(=O)N1,7%,-6%,.,.,.,-19,3,0%,8,2%
CCOC(=O)c1c(NC(=O)CN2CCN(C(=O)C3CCCO3)CC2)sc(C)c1C (configuration not stated),-2%,6%,-3%,0,-10%,-24,-12,-7%,-19,-6%
COc1ccc(NS(=O)(=O)c2cccc(N/C(=N\S(=O)(=O)c3ccccc3)c3ccc(F)cc3)c2)cc1,8%,3%[46.1 µM],-6%,-4,11%,-9,-11,?,9,9%
Oc1c(Br)cc(Br)cc1/C=N/c1nccs1,2%,2%,.,.,.,-13,4,7%,9,6%
COc1ccc(Nc2nc(N)nc(CN3CCc4ccccc4C3)n2)cc1,-10%,-14%,1%,-3,21%,-8,17,?,0,19%
O=C(c1ccc(-c2ccc([N+](=O)[O-])cc2)o1)N1CCCCC1,-3%,2%,2%,0,3%,-1,-21,?,5,5%
N#Cc1c(Nc2ccc(F)cc2)sc(C(=O)c2ccc(F)cc2)c1N,3%,-1%,-3%,0,4%,12,8,.,3,1%
COc1cccc(N(CC(=O)NC2CCCCC2)C(=O)CCC(=O)Nc2nccs2)c1,-2%,3%,1%,-1,8%,9,-11,0%,-7,-5%
C=CCSc1nc2c(cc1C#N)CCC2,-11%,.,2%,7,5%,-2,-14,-17%,4,0%
CCCCCc1ccc(-c2cn(Cc3ccc([N+](=O)[O-])cc3)nn2)cc1,1%,9%,.,-2,-2%,12,19,4%,-2,-23%
CC(C)(C)NS(=O)(=O)c1ccc(/C=C/C(=O)O)cc1,0%,-2%,8%,4,-2%,15,-17,1%,-6,2%
O=C(CSc1nc2ccccc2n1S(=O)(=O)c1ccccc1)N1CCCCC1,-1%,-1%,.,-3,-1%,-6,-14,12%,1,-4%
O=C(c1cccc([N+](=O)[O-])c1)N1CCN(C(=O)c2ccco2)CC1,3%,-1%,5%,2,51%[activator],-2,-2,3%,2,1%
COc1ccc(-c2csc(NC(=O)c3ccco3)n2)cc1,-1%,-1%[46.1 µM],1%,-6,20%,25,-15,?,-6,0%
O=S(=O)(Nc1ccc2c(c1)nc1n2CCN(Cc2ccccc2)C1)c1ccccc1,1%,1%[46.1 µM],0%,1,2%,32,1,?,3,5%
CSCCC(NC(=O)c1ccccc1)C(=O)NNC(=O)c1ccccc1 (configuration not stated),-1%,-7%,.,.,.,7,17,0%,-7,-3%

# An excerpt from above, showing only Giardia kill, GALK inh and TCR act:
Compound,Giardia kill,GALK inh,TCR act
O=C(c1ccc(-c2ccc([N+](=O)[O-])cc2)o1)N1CCCCC1,-21,2%,2%
COc1ccc(Nc2nc(N)nc(CN3CCc4ccccc4C3)n2)cc1,17,1%,-14%

# Going on with the list:
SMILES,Tb PFK block,TCR act,GALK inh,Coupling enz,MLL CXXC-DNA inh,TSHR antag,Giardia kill,BCR signal inh,hERG WT inh,AT treatment
Cc1ccc(C(=O)NCc2ccccn2)cc1S(=O)(=O)N1CCOCC1,-1%,-2%,.,.,.,-12,11,2%,0,1%
C[C@H](CO)N1C[C@H](C)[C@@H](CN(C)Cc2ccncc2)Oc2ccc(NC(=O)Cn3cnnn3)cc2C1=O,0%,2%,.,.,.,4,20,1%,-5,-4%
O=C(COC(=O)C1CCC1)c1c[nH]c2ccccc12,-6%,0%,.,.,.,2,-10,4%,-13,-2%
Cc1c(C(=O)Nc2ccc3c(c2)OCCO3)oc2ccc(Br)cc12,11%,-5%,.,.,.,-35,-11,?,26,15%
CC1CCCN(C(=S)Nc2ccc(F)cc2)C1 (configuration not stated),1%,-2%,-4%,4,10%,13,4,?,8,0%
COc1ccc(-c2sc3ccc(OC)cc3c2-c2ccc(OC)nc2)cc1,-2%,17%,.,.,.,5,15,1%,-2,2%
Cn1c(=O)cc(SCC(=O)N2CCN(Cc3ccc4c(c3)OCO4)CC2)c2ccccc21,-11%,6%,-1%,-2,5%,1,3,0%,0,3%
COc1ccccc1C(=O)Nc1c(C)n(C)n(-c2ccccc2)c1=O,5%,-4%,-1%,5,4%,35,17,9%,-5,1%
Cc1ccc(S(=O)(=O)/N=C2\SC(CC(=O)Nc3ccc(F)cc3)C(=O)N2c2ccccc2)cc1 (configuration not stated),2%,0%[46.1 µM],0%,1,-2%,26,10,-3%,-3,10%
C=C(C)CN(CC)C(=O)CSc1ccc(S(=O)(=O)N2CCN(Cc3ccccc3)CC2)cn1,0%,3%,.,.,.,-3,3,0%,-10,0%
NC(=O)C1=C[C@@H](c2csc3ccccc23)C[C@@H](OCCCCO)O1,-6%,-2%,1%,1,-12%,1,1,25%,1,-11%
COc1ccc(OC)c(/C=C2\Oc3cc(OCC(=O)N4CC(O)C[C@H]4C(=O)O)ccc3C2=O)c1 (some centres not stated),0%,-7%,.,-2,-24%,34,6,-11%,-1,-2%
Cc1cc(C)c(CSc2nnnn2-c2ccc(C(=O)O)cc2)c(C)c1,-3%,3%,.,15,44%[activator],-8,-3,17%,-5,0%
Cc1ccc(-c2c[n+](Cc3ccc(Cl)cc3)c3n2CCC3)cc1,?,14%,-2%,1,0%,26,-3,?,-2,-1%
Cc1cccc(C(=O)C2CCN(S(=O)(=O)c3ccc(C(=O)O)cc3)CC2)c1,1%,3%,-2%,16,-5%,-14,-4,2%,-4,-1%
CC1CCC(CN2C(Nc3ccccc3)=NC[C@@H]2C)CC1 (some centres not stated),1%,-2%,.,2,3%,1,-4,-9%,7,4%
S=C(NCc1ccco1)Nc1ccc(Cl)c(Cl)c1,?,-2%,-1%,1,0%,-40,11,?,7,2%
OC(COC(c1ccccc1)c1ccccc1)CN1CCc2ccccc2C1 (configuration not stated),-10%,7%[46.1 µM],2%,-1,-3%,8,3,-9%,?,18%
CCNC(=O)C(=O)Nc1ccc2c(c1)N(S(=O)(=O)c1cccs1)CCC2,11%,-4%,.,.,.,-11,-7,-8%,-13,-11%
CCOC(=O)C1CCN(S(=O)(=O)c2ccc(C)c(C)c2)CC1,1%,1%,-5%,4,29%,11,7,-1%,1,3%
CC(OC(=O)c1ccc(S(=O)(=O)N2CCCCC2)cc1)C(=O)NC1CCCCC1C (configuration not stated),-4%,-2%,-2%,.,-2%,-5,-17,4%,-7,7%
O=C(O)c1sccc1S(=O)(=O)N1CCOCC1,1%,-2%,.,.,.,8,-3,0%,-4,-1%
Cc1ccccc1CN1CCC(CNC(=O)C2CCCN(c3ncnc4c3nc3n4CCCCC3)C2)CC1 (configuration not stated),-5%,3%,-7%,.,47%[activator],1,-14,5%,-2,26%
O=C(COc1ccccc1)NC1CCCCCCC1,-5%,-3%,-2%,.,12%,9,-19,1%,-3,0%
O=C(CN1CCC(n2nnc3cc(C(F)(F)F)ccc32)CC1)N1CCc2ccccc21,0%,-13%,4%,1,-3%,-12,11,-1%,22,8%
CN1C2C=C3C(C#N)=C(N)C(C#N)(C#N)[C@@H](c4ccsc4)[C@@H]3C1CC2 (some centres not stated),-2%,-10%,-2%,-9,-2%,-28,9,?,-5,2%
CCCn1c(=O)[nH]c(=O)c2c(C(F)(F)F)cc(-c3ccc(C)cc3)nc21,3%,11%,4%,1,-5%,7,-3,-6%,-1,0%
COc1ccc2[nH]c3c(Cl)ncnc3c2c1,-1%,7%[46.1 µM],0%,-1,15%,6,-13,?,-2,2%
CSc1nnc(C(C)c2ncc(C(F)(F)F)cc2Cl)n1C (configuration not stated),-2%,2%,0%,-1,1%,2,1,-3%,0,4%

# High-throughput results deposited in PubChem by National Center for Advancing Translational Sciences (NCATS).
